mcGAS lum: blocks mouse cGAS activity. 0.15% of 160,000 active. recombinant cGAS, Kinase-Glo ATP depletion luminescence. Q8C6L5. inhibition, % at 12.5 µM;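 also: 0% = negative control wells and 100% = reference inhibitor with no enzyme activity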
hcGAS inh: blocks human cGAS activity | Q8N884 | recombinant h-cGAS, ATP depletion, Kinase-Glo luminescence | inhibition, % at 12.5 µM | 0.081% of 290,000 active | AID 1259398;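 also: 0% = vehicle reaction and 100% = reaction without DNA for no activity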
Target sequence (Q8N884 whole entry, looked up): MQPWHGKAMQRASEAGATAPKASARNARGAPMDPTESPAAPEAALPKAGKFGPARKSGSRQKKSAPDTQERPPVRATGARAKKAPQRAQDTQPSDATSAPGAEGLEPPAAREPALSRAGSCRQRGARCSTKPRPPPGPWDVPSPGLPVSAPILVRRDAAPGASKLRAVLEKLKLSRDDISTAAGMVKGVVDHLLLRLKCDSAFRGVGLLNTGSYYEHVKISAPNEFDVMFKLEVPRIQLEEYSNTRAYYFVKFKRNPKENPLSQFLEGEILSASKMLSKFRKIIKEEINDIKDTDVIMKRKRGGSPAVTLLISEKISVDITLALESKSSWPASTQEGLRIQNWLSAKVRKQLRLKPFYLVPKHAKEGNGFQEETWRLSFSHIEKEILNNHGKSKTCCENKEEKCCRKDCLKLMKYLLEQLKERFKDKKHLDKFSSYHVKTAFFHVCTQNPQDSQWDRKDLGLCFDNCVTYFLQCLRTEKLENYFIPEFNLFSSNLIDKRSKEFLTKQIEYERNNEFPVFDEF
NPYLR7 ag: mosquito NPYLR7 agonism; HEK293T NPYLR7/Galpha15, GCaMP6s calcium fluorescence; activation, % at 10 µM; 0.15% of 270,000 active; in the data active = activation above about 40%;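 also: 0% = vehicle and 100% = reference agonist at the receptor; some compounds past the cut are filed as inactive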
Numbers without * were called inactive; nt = no result given. Rule as the data show it, unless noted: active = inhibition above about 40%; inactive = the rest. Compounds as they come (roughly 0.27% active in at least one column).

SMILES | mcGAS lum | hcGAS inh | NPYLR7 ag
CCN(CC)C(=O)Oc1ccc2c(ccn2Cc2ccccc2OC(F)(F)F)c1-c1ccc(OC)c(OC)c1 | -6 | -2 | 12
N#Cc1cc(F)ccc1NCCOCC1CC1 | nt | -9 | 11
CN1C(=O)C2CN(CCc3ccccc3)CNC2N(C)C1=O (centres undefined) | nt | -1 | -2
COc1ccc(C(=O)N2N=C(c3cccs3)CC2c2ccc3nccnc3c2)cc1 (centres undefined) | -9 | -6 | 1
Cc1ccc(C(=O)NC(=S)Nc2ccc(C)cn2)cc1 | -8 | -6 | 9
CCC(NCc1ccc2ccccc2c1)c1ccc2c(c1)OCCO2 (centres undefined) | nt | -15 | 0
CC(C#N)OC(=O)Cn1cc(C(F)(F)F)ccc1=O (centres undefined) | nt | -7 | 9
CC1CCN(C(=O)C(C2CCCC2)N2CCN(C(=O)Nc3ccc(F)cc3)CC2)CC1 (centres undefined) | -4 | -4 | -5
O=C(/C=C/c1cc(Cl)c2c(c1)OCO2)Nc1ccc(N2CCCC2)nc1 | nt | 4 | 1
O=c1c2cnc3nc(-c4ccc(Cl)cc4)nn3c2ccn1CCc1cnc[nH]1 | nt | -1 | -1
COCCCN(CC(=O)N1CCc2sccc2C1COc1ccccc1C)C(=O)c1ccco1 (centres undefined) | -4 | -6 | -4
CC(C)[C@H](NC(=O)Nc1ccc(Cl)c(C(F)(F)F)c1)c1nnc2c(C(F)(F)F)cccn12 | -2 | -4 | 3
Cc1ccc(CN2CCCN(C(=O)Cn3cccc(C(F)(F)F)c3=O)CC2)cc1 | nt | -13 | 5
COc1ccc(-c2nc3ccc(C)cn3c2NC(=O)c2cccc(C(F)(F)F)c2)cc1OC | -7 | -6 | -5
COc1cc(C=C2SC(=S)N(CCCN3CCOCC3)C2=O)cc(Cl)c1OC | nt | -1 | -2
CCCCCCc1nc(C(N)=O)c2[nH]c(=O)n(-c3ccc(C)c(C)c3)c2n1 | nt | -5 | 13
Cc1ccc(C)c(OC(C)C(=O)N(C)CC2(CO)CCOCC2)c1 (centres undefined) | nt | -1 | -7
Cc1nn(CC(=O)N(C(C)C)C(C)C)c(C)c1S(=O)(=O)N(C)C | nt | -5 | 3
Clc1ccccc1-c1nc(N2CCCCC2)nc2ccc(Br)cc12 | -7 | -1 | -4
COc1ccccc1NC(=O)N1CCCC1C(=O)Nc1nnc(-c2ccc(Br)cc2)s1 (centres undefined) | -3 | -5 | 0

Part of the list above in order of molar mass, highest first:
SMILES | mcGAS lum | hcGAS inh | NPYLR7 ag
COc1ccccc1NC(=O)N1CCCC1C(=O)Nc1nnc(-c2ccc(Br)cc2)s1 (centres undefined) | -3 | -5 | 0
COCCCN(CC(=O)N1CCc2sccc2C1COc1ccccc1C)C(=O)c1ccco1 (centres undefined) | -4 | -6 | -4
COc1ccc(-c2nc3ccc(C)cn3c2NC(=O)c2cccc(C(F)(F)F)c2)cc1OC | -7 | -6 | -5
COc1cc(C=C2SC(=S)N(CCCN3CCOCC3)C2=O)cc(Cl)c1OC | nt | -1 | -2
Cc1ccc(CN2CCCN(C(=O)Cn3cccc(C(F)(F)F)c3=O)CC2)cc1 | nt | -13 | 5
Clc1ccccc1-c1nc(N2CCCCC2)nc2ccc(Br)cc12 | -7 | -1 | -4
CCCCCCc1nc(C(N)=O)c2[nH]c(=O)n(-c3ccc(C)c(C)c3)c2n1 | nt | -5 | 13

The list goes on.
SMILES | mcGAS lum | hcGAS inh | NPYLR7 ag
CN(CC(=O)Nc1ccc(Cl)cc1)C(=O)c1cncn1-c1ccccc1 | nt | -7 | 19
O=c1[nH]nc(-c2ccco2)c2c1Nc1nnnn1C2c1ccc(Br)cc1 (centres undefined) | nt | 11 | -6
CCCCCn1c(N2CCN(Cc3ccccc3F)CC2)nc2c1c(=O)[nH]c(=O)n2C | -7 | -7 | 4
CCc1c(C)nc2c(-c3cccc(Cl)c3)c(C)[nH]n2c1=O | nt | -3 | -20
Cc1ccc(NC(=O)NNC(=O)c2cccn(Cc3cccc(Cl)c3)c2=O)cc1 | nt | 7 | -4
COc1ccc(NC2CCCN(C(=O)Cn3ccc(C)n3)C2)cc1OC (centres undefined) | nt | 2 | -1
CN1CC(=O)N2C[C@H](NC(=O)c3cccc(-c4ncc[nH]4)c3)C[C@H]2C1=O | -11 | 1 | 1
Cc1ccc(C(C2Sc3nc(C)nn3C2=O)N2CCC(C)CC2)cc1 (centres undefined) | nt | 3 | 8
COc1ccc(C(CC(=O)NCc2ccco2)c2cn(C)c3ccccc23)cc1OC (centres undefined) | -8 | -7 | -5
O=C(NCc1ccccc1F)N(Cc1cccc(O)c1)C1CCC(O)CC1 (centres undefined) | -16 | -8 | -7
O=S(=O)(Nc1ccc(Cl)cc1)c1ccc2oc(=S)n(CN3CCOCC3)c2c1 | -1 | -4 | 1
CN(Cc1cnccn1)C(=O)CC1C(=O)NCCN1Cc1ccc(F)cc1Cl (centres undefined) | nt | -3 | 15
Cc1cccnc1C(NC(=O)C1CCN(Cc2ccc(Oc3ccccc3)cc2)CC1)c1ccc(F)cc1 (centres undefined) | -4 | -6 | 9
NC(=O)c1ccc(NC(=O)CCN2CCCC(Cc3cccnc3)C2)cc1 (centres undefined) | -13 | 0 | 17
COC(=O)c1sccc1S(=O)(=O)NC(=O)c1cccc(OC)c1 | nt | -7 | -1
CC(Sc1cc(Cl)ccc1Cl)C(=O)NC(C)c1ccccn1 (centres undefined) | nt | 3 | 11
O=C(CN1CCN(c2ncccn2)CC1)NCc1ccc(Cl)cc1 | nt | -15 | 11
O=C1OCC2=Nc3ccccc3SC(c3ccc4c(c3)OCO4)C12 (centres undefined) | nt | -9 | 3
COc1cccc(CN(CCc2c[nH]c3ccccc23)Cc2nc(C(=O)NC3CC3)co2)c1OC | -1 | 4 | -12
CS(=O)(=O)N1CCN(c2nnc(-c3ccccc3)c3ccccc23)CC1 | nt | -6 | 1

Entries of single compounds from above. Values in the order: mcGAS lum	hcGAS inh	NPYLR7 ag
CC(C#N)OC(=O)Cn1cc(C(F)(F)F)ccc1=O (centres undefined) across the screens: nt	-7	9
O=c1[nH]nc(-c2ccco2)c2c1Nc1nnnn1C2c1ccc(Br)cc1 (centres undefined) across the screens: nt	11	-6

Following part.
SMILES | mcGAS lum | hcGAS inh | NPYLR7 ag
Cc1ccccc1NC(=O)CC(=O)N1CCC[C@H]1C(N)=O | -5 | -2 | nt
Cc1ccccc1CC1(CO)CCCN(Cc2ccccc2C(F)(F)F)C1 (centres undefined) | nt | -11 | 6
CC(C)c1ccc(CNc2nnnn2C)cc1 | nt | -9 | -1
CN1CCN(C(=S)NC(=O)c2ccco2)CC1 | nt | -17 | 11
COc1ccc(N2CCN(Cc3nc4c(c(=O)[nH]c(=O)n4C)n3C(C)C(C)=O)CC2)cc1 (centres undefined) | nt | -8 | 16
CCCCCCC(C)NC(=O)CSc1nnc(NCC)s1 (centres undefined) | nt | -8 | 2
O=C(NCCN1CCCCC1)NCC1CCS(=O)(=O)C1 (centres undefined) | nt | -11 | -3
COC(=O)c1sc(=S)n(-c2cc(OC)ccc2OC)c1N | nt | -2 | 11
CCOC(=O)C1(C)CCCN1C(=O)c1ccc2ccccc2n1 (centres undefined) | nt | -6 | -1
Cc1ccc(Nc2ccc(NS(=O)(=O)c3ccc(-c4csc(C)n4)s3)cc2)nn1 | nt | 2 | 16
Cc1cc(Nc2ccccc2)nc(N2CCN(C(=O)C(C)(C)C)CC2)n1 | nt | -8 | 6
O=C(NCCN1CCOC1=O)c1cn(Cc2ccc(F)cc2)nn1 | nt | -3 | 4
COc1cc(C(C)=O)ccc1OCC(O)Cn1nc(C)c(Br)c1C (centres undefined) | -8 | -7 | 9
O=C(NCCN1CCCC1)c1ccc(-c2cc(-c3cccc4ccccc34)[nH]n2)cc1 | -6 | -5 | nt
COC(=O)CC1C(=O)N(c2ccccc2)C(=S)N1CCCN1CCOCC1 (centres undefined) | -5 | -3 | -3
COCc1ccc(C(=O)N2CCCC(CCC(=O)Nc3cc(OC)cc(OC)c3)C2)o1 (centres undefined) | nt | -8 | 10
CN(C)c1ccc(C2=NOC(CN(Cc3cccc(Cl)c3)CC(O)COc3ccccc3)C2)cc1 (centres undefined) | -5 | -6 | -3
Cc1noc2nc(C3CC3)cc(C(=O)NC34CC5CC(CC(C5)C3)C4)c12 | nt | -6 | 4
CC(c1ccon1)N(C)S(=O)(=O)NCc1ccccc1 (centres undefined) | nt | -4 | -2
CCOc1ccc(OCC)c(S(=O)(=O)N2CCN(c3cccc(C)c3C)CC2)c1 | -7 | -9 | 1
O=C(O)Cn1c(SCCOc2ccc3ccccc3c2)nc2ccccc21 | nt | -3 | -7
O=C(NCCCN1CCOCC1)c1ccc(SC(F)(F)F)cc1 | -5 | -3 | -7
CCCNC(=O)Nc1ccc(Oc2ncnc3cc(OC)c(OC)cc23)cc1Cl | -8 | -5 | -3
CCCC(C)(C)C(=O)N1CCC1(C)C(=O)NS(=O)(=O)c1ccc(Br)cc1 (centres undefined) | -4 | -7 | -2
Cc1ccc(NS(=O)(=O)c2cnn(-c3ccccc3)c2)c(C(=O)O)c1 | -11 | -7 | 11
COc1cn2c(cc1=O)C(=O)N(CCNC(=O)c1cccc(Cl)c1)CC2 | nt | 0 | 6
COc1ccccc1-c1cc(C(=O)Nc2ccccc2F)nc2cc(-c3ccccc3)nn12 | -5 | -1 | 16
N#CC(=Cc1ccccc1Br)c1ccccc1 | nt | 9 | 2
Cc1c2c(=O)n(-c3ccccc3)[nH]c2cc(=O)n1CC1CCCO1 (centres undefined) | nt | -13 | 10
Cc1nc2c(ccc3nc(NC(=O)c4ccno4)sc32)s1 | nt | 10 | 11
CN(C)c1ccc(CNC(=O)C2CCCOC2c2ccccc2)cc1 (centres undefined) | -8 | -4 | -3
CC(C)OCC(O)CN(Cc1ccccc1)Cc1cccs1 (centres undefined) | -5 | -6 | 16
O=C(NC1(C(=O)O)CCCCC1)C1CCN(C(=O)N2CCCC2)CC1 | nt | -3 | 0
CCC(CO)N(Cc1cccs1)C(=O)c1cc(C(C)C)[nH]n1 (centres undefined) | -1 | -1 | 2
C[C@@H]1[C@H]2C[C@@H](C[C@H]1NC(=O)N[C@@H](C)c1ccccc1)C2(C)C | nt | -6 | -8
CCN(Cc1nccn1Cc1ccc(Cl)cc1Cl)S(=O)(=O)c1ccc(OC)cc1 | -5 | -4 | 8
COc1cc(CNc2nn[nH]n2)ccc1OCc1ccc(F)cc1 | nt | 0 | -12
CNc1cccc(-c2c(C)noc2C)n1 | nt | -18 | 0
Cc1nc2nc(N)nn2c(C)c1CC(=O)NCCCCOc1ccccc1 | nt | -2 | 3
Cc1ccc(NC(=O)CSc2nncc(=O)[nH]2)cc1 | -2 | 1 | 3
Cn1c(=O)c2c(nc(NC3CCCCC3)n2Cc2ccccc2)n(C)c1=O | nt | -9 | -7
NC(=O)c1cc(-n2cnc3ccccc32)cs1 | -1 | 4 | -6
Cc1cc(-n2c(C)cc(C(=O)CN3C(=O)C(=O)N(C4CCCC4)C3=O)c2C)no1 | -7 | -3 | 5
CC1CC(=O)c2c(O)ccc(F)c21 (centres undefined) | -5 | -5 | -1
O=C(CN1C(=O)C2C3C=CC(C3)C2C1=O)NNC(=O)c1cc(-c2ccccc2)n[nH]1 (centres undefined) | nt | -7 | 3
CCOC(=O)N1CCN(C(c2ccc(Cl)cc2)c2c(O)cc(C)n(Cc3cccnc3)c2=O)CC1 (centres undefined) | nt | -4 | 14
COc1ccc(CN(CCN2CCOCC2)CC(O)COc2ccc(Cl)cc2)cc1 (centres undefined) | -6 | -4 | -2
COCCN(Cc1ccc(OS(=O)(=O)c2cccc(C(F)(F)F)c2)cc1)C(=O)Nc1ccc(Br)cc1 | -5 | -7 | nt
COc1cccc(-c2cc(C(=O)N3CCN(C(=O)COCc4ccccc4)CC3)c(C)n2-c2ccccc2)c1 | -6 | -2 | 17
CCOc1ccccc1NC(=O)CC1CCCCN1S(=O)(=O)c1ccc(C)cc1 (centres undefined) | nt | -3 | 4
Carrying on:
SMILES | mcGAS lum | hcGAS inh | NPYLR7 ag
CC1=NC2=C(C(=O)CC(C)(C)C2)C(c2ccc(OCc3ccc(F)cc3)cc2)C1C#N (centres undefined) | -6 | -4 | -1
Cc1ccc(N=Cc2nc(-c3ccc(Cl)cc3)oc2O)c(Br)c1 | nt | -4 | -2
COCCNC(=O)C(C1CCCC1)N1CCN(C(=O)CCc2ccccc2)CC1 (centres undefined) | -4 | -7 | -8
CCC(CC)C(NCc1cccc2c1OCO2)c1ccccc1 (centres undefined) | -16 | -10 | 15
Cc1ccccc1-c1ncc(CN2CCC3(CC2)C(=O)NCCCN3C)cn1 | nt | -4 | 3
Cc1cc(C)cc(Oc2ccc(CN)cc2C)c1 | -14 | -8 | -2
CC(NC(=O)CCn1cnc2sc3c(c2c1=O)CCCC3)c1ccc(F)c(F)c1 (centres undefined) | -6 | -8 | 10
COc1cccc(OC)c1-c1cnnc(N2CCCC2c2nc3ccc(Cl)cc3[nH]2)n1 (centres undefined) | -1 | 4 | -5
CN(C)c1ccc(/C=C2\SC(=S)N(c3cccc(F)c3)C2=O)cc1 | 2 | 1 | -7
CC(C)C1CN(C(=O)c2ccccc2-c2nn[nH]n2)CCC(=O)N1CC1CC1 (centres undefined) | -17 | -6 | nt
CCOc1ccc(C(=O)Nc2cc(Cl)ccc2C)cc1[N+](=O)[O-] | -4 | -1 | 14
O=C(CN1CCN(CC2CC=CCC2)CC1)N1CCCCC1 (centres undefined) | -5 | -13 | nt

Bioassay records: PubChem, Fisher Drug Discovery Resource Center
